PhoP GFP inhibition = Inhibition of PhoP regulon, Salmonella typhi GFP reporter cells, confirmation, 4 h (AID 1850); Salmonella Typhi PhoP-promoter GFP reporter, fluorescence, 4 h; higher % means a stronger effect; inhibition, % at 50 µM, or IC50 in µM where a hit was titrated; 0.33% of 310,000 active; in the data active = a potency from the dose series; inconclusive = inhibition mostly from about 25% at the one dose, without a potency; inactive = the rest, 99 in 100 with inhibition below about 19%;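 note: 0% = induced wells with vehicle and 100% = uninduced wells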
tuberculosis growth = growth inhibition of non-replicating M. tuberculosis (AID 488890) | 0.39% of 320,000 active | Mycobacterium tuberculosis non-replicating, growth inhibition; higher % means a stronger effect | inhibition, % at 25 µM, or IC50 in µM where a hit was titrated; in the data active = a potency from the dose series; inconclusive = inhibition mostly from about 82% at the one dose, without a potency; inactive = the rest, 99 in 100 with inhibition below about 76%;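 note: plate controls were DMSO cells for no effect and high antibiotic wells for full effect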
inhibitors of VEEV = inhibitors of VEEV TC-83 cytopathic effect, confirmation, Vero cells (AID 588727); Vero cells, VEEV TC-83 cytopathic effect inhibition; higher % means a stronger effect; inhibition, % at 20 µM, or IC50 in µM where a hit was titrated; 0.13% of 350,000 active; in the data active = a potency from the dose series; inconclusive = inhibition mostly from about 14% at the one dose, without a potency; inactive = the rest, 99 in 100 with inhibition below about 12%; note: strong numbers were not always called active
H1N1 NS1A inhibition = H1N1 influenza NS1A inhibitors, functional cell based assay (AID 504329). 0.3% of 340,000 active. inhibition, % at 12.5 µM, or IC50 in µM where a hit was titrated. NS1A functional cell-based assay, percent inhibition; higher % means a stronger effect; in the data active = a potency from the dose series; inconclusive = inhibition above about 27% without an active follow-up result; note: strong numbers were not always called active
M. tuberculosis HTS = M. tuberculosis growth inhibition, HTS (AID 449762). M. tuberculosis H37Rv growth inhibition, 7H9 media; higher % means a stronger effect. 0.59% of 330,000 active. inhibition, % at 25 µM; hits with a dose series show IC50 in µM; in the data active = a potency from the dose series; inconclusive = inhibition above about 70% without an active follow-up result;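 note: bacterial growth assessed after seven days of incubation; strong numbers were not always called active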
inhibitors of VEEV 10K pilot screen = recorded beside inhibitors of VEEV, whose call it bears; inhibition, %; measured here: 10K pilot screen inhibition
An asterisk follows results filed as active; i = inactive; ? = inconclusive; . = no result given.

SMILES	PhoP GFP inhibition	tuberculosis growth	inhibitors of VEEV	H1N1 NS1A inhibition	M. tuberculosis HTS	others
COc1ccccc1CCNC(=O)CCn1c(=O)c2cccn2c2ccc(F)cc21	4%	3%	9.9%	6%	0%
Cc1csc2ncc(C(=O)NCc3ccco3)c(=O)n12	-2%	-9%	0.9%	-3%	6%
COc1ccc(N(C)S(=O)(=O)c2cccc(C(=O)OC(C)C(=O)NC3CCCCC3C)c2)cc1 (stereo not given)	-8%	2%	10%	-11%	-4%
O=C(N/N=C1/C(=O)c2cccc3cccc1c23)c1ccc(Cl)cc1	6%	?	3.7%	3%	?
CCOc1ccccc1CNn1nnnc1N	-6%	5%	i	-10%	-2%
O=C(C[C@H]1C/C=C\CC[C@H](Cc2ccc(F)cc2)C(=O)OC[C@H]2CCCN2C1=O)N[C@@H](CO)Cc1ccccc1	.	45%	i	-4%	2%
N/C(=N\OC(=O)c1ccc(Cl)cc1)c1nonc1N	0%	72%	0.4%	-8%	1%
CCNC(=O)/C(C#N)=C/c1c(N2CCN(c3ccc(OC)cc3)CC2)nc2c(C)cccn2c1=O	-13%	5%	6.6%	16%	5%
COc1ccccc1OCC(=O)n1cc(C(=O)c2cc(Cl)cc(Cl)c2O)cn1	1%	27%	0.1%	-6%	5%
CO/N=C/Cc1c([N+](=O)[O-])c(C)nn1C	1%	-13%	1.7%	1%	-2%	inhibitors of VEEV 10K pilot screen=0.0
c1ccc(C(OCCN2CCN(c3ncccn3)CC2)c2ccccc2)cc1	4%	42%	i	5%	33%
CCSc1nc2ccccc2n1CCC(=O)O	-4%	3%	2.5%	-4%	-7%
CC(C)OC(=O)CSc1nc(N)c(C#N)cc1C#N	-6%	52%	2.3%	5%	4%
O=C(NCc1ccncc1)C12CC3CC(CC(C3)C1)C2	-5%	-6%	2.3%	-1%	1%
O=C1N[C@H](Cc2ccccc2)COC(=O)[C@H](Cc2ccc(F)cc2)CC/C=C/C[C@H]1CC(=O)N(CCO)Cc1ccccc1	.	66%	8.0%	-1%	3%

Entries from the list above that contain four or more nitrogen atoms (six):
SMILES	PhoP GFP inhibition	tuberculosis growth	inhibitors of VEEV	H1N1 NS1A inhibition	M. tuberculosis HTS	others
CCOc1ccccc1CNn1nnnc1N	-6%	5%	i	-10%	-2%
N/C(=N\OC(=O)c1ccc(Cl)cc1)c1nonc1N	0%	72%	0.4%	-8%	1%
CCNC(=O)/C(C#N)=C/c1c(N2CCN(c3ccc(OC)cc3)CC2)nc2c(C)cccn2c1=O	-13%	5%	6.6%	16%	5%
CO/N=C/Cc1c([N+](=O)[O-])c(C)nn1C	1%	-13%	1.7%	1%	-2%	inhibitors of VEEV 10K pilot screen=0.0
c1ccc(C(OCCN2CCN(c3ncccn3)CC2)c2ccccc2)cc1	4%	42%	i	5%	33%
CC(C)OC(=O)CSc1nc(N)c(C#N)cc1C#N	-6%	52%	2.3%	5%	4%

Next records.
SMILES	PhoP GFP inhibition	tuberculosis growth	inhibitors of VEEV	H1N1 NS1A inhibition	M. tuberculosis HTS	others
CN(C(=O)c1ccc(OC2CCN(C(=O)c3cccnc3)CC2)cc1)C1CCCCC1	3%	-9%	0.9%	11%	1%
Cc1cccc(-c2noc(CN(C(=O)c3ccc(Br)o3)C(C)C)n2)c1	3%	21%	3.0%	-15%	1%
CC(=O)c1cn(CC(=O)Nc2ccc(C)cc2C)c2ccccc12	-11%	7%	0.1%	-8%	5%
COc1ccc2nc(Cl)c(C#N)cc2c1	-2%	-2%	1.1%	-5%	0%
NC1=NC(=Nc2ccc(Br)cc2)c2ccccc21	-4%	37%	i	10%	11%
CC(C)(C)C(=O)COC(=O)c1ccc(N)c([N+](=O)[O-])c1	-2%	8%	0.7%	-5%	-3%
CCOC(=O)N1CCN(C(=O)C(C)(C)Oc2ccc(Cl)cc2)CC1	-14%	2%	2.6%	2%	-9%
O=C(NCCCC1CCCC1)C1CCC(=O)N(Cc2ccc(Cl)cc2)C1 (stereo not given)	11%	64%	3.8%	19%	?
C=CC[C@@H](CC(=O)NCCO)C(=O)NC[C@@H](OC(=O)[C@H](CC=C)CC(=O)OC(C)(C)C)c1ccccc1	.	19%	i	6%	0%
CCN(CC)S(=O)(=O)c1ccc(OC(C)C)c(NC(=O)c2c3c(nc4ccccc24)CCN(Cc2ccccc2)C3)c1	-17%	73%	3.6%	13%	5%
Cc1ccc(Cl)cc1NC(=S)N(Cc1cccs1)C1CCCC1	-13%	-5%	1.9%	-1%	-2%
Cc1cc(C)n(CC(O)CN(c2cccc([N+](=O)[O-])c2)S(=O)(=O)c2ccccc2)n1 (stereo not given)	-4%	1%	2.5%	6%	-5%
O=C(Cc1ccc(Cl)cc1)NCCc1ccc(F)cc1	-13%	15%	i	.	?
COc1ccc(N2CCN(C(=O)c3cccc(F)c3)CC2)c([N+](=O)[O-])c1	21%	8%	i	3%	-2%
CCO[C@@H]1OC(C(=O)NC2CC2)=C[C@H](c2ccc3c(c2)OCO3)[C@H]1CCCO	6%	-21%	0.4%	2%	-6%
O=C(O)C1CCN(S(=O)(=O)c2cccnc2)CC1	-7%	2%	i	-7%	-1%
O=C(O)c1[nH]c2ccccc2c1C=NCc1ccccc1Cl	-4%	-1%	1.2%	0%	-6%
CC1CCC2(CC1)NC(=O)N(CC(=O)Nc1ccc(F)cc1)C2=O (stereo not given)	.	-5%	i	-4%	-14%
Nc1ccc(NS(=O)(=O)c2ccccc2)cc1	-4%	13%	0.4%	-8%	2%	inhibitors of VEEV 10K pilot screen=0.5
CCOc1ccc(C(=O)OCC(=O)NCC2CCCO2)cc1 (stereo not given)	.	9%	2.8%	-6%	1%
CCc1nc(SCC(=O)Nc2ccccc2C)n[nH]1	-4%	0%	1.3%	-9%	4%
Cc1nc(C)c(C(=O)NNC(=O)c2ccc(Br)cc2)s1	-5%	-17%	0.9%	-10%	-5%
CC(C)N1CCN(Cc2ccc(OC3CCCC3)cc2)CC1CCO (stereo not given)	-6%	13%	i	-22%	0%
CC(=O)Nc1nc(CC(C)C)cc(-c2ccco2)c1C#N	0%	-7%	3.9%	1%	1%
O=C(NNc1ccccc1C(F)(F)F)c1cccs1	-4%	19%	0.8%	-25%	17%
O=C(O)c1cc2ccc3ccccc3c2[nH]1	15%	10%	0.5%	-1%	20%
Fc1cccc2sc(Nc3nnc(-c4ccccc4)o3)nc12	-9%	80%	3.0%	-9%	.
CCC(C)c1ccccc1OCCOCCN1CCCC1 (stereo not given)	-1%	3%	1.3%	21%	-3%
Cc1ccc(F)cc1NC(=O)CN1C(=O)NC(C)(c2ccc3c(c2)OCCO3)C1=O (stereo not given)	.	-8%	3.5%	-3%	6%
CC(C)OCCCn1c(SC(C)C(=O)NCC2CCCO2)nc2cc(Cl)ccc2c1=O (stereo not given)	5%	-3%	7.5%	-4%	-7%
Nc1nc(NCCCN2CCOCC2)nc(Nc2ccccc2)c1[N+](=O)[O-]	-9%	-7%	1.4%	-1%	9%
CC(=O)c1ccc(N2CCN(C(=O)C3CCCN(S(=O)(=O)c4c(C)[nH]c(=O)[nH]c4=O)C3)CC2)cc1 (stereo not given)	-2%	-5%	0.1%	-2%	1%
COc1cc(C(=O)NCCC2=CCCCC2)ccc1OC1CCN(C(C)=O)CC1	1%	22%	5.6%	11%	7%
Cc1c(F)cccc1NS(=O)(=O)c1ccc(OCCNS(C)(=O)=O)cc1	6%	-11%	0.4%	-3%	-5%
CCOC(=O)c1cc(S(=O)(=O)N2CC(C)CC(C)C2)cn1C (stereo not given)	5%	-1%	1.6%	-4%	1%
Cc1cc(=O)c(C(=O)O)nn1-c1ccc(Cl)cc1	2%	8%	1.4%	-8%	-3%
Cc1cccc(N2N=C(C(=O)O)CCC2=O)c1	4%	-9%	0.2%	-15%	2%
O=C(N/N=C/c1cn(-c2ccccc2)nc1-c1cc2ccccc2o1)c1c[nH]c2ccccc12	-14%	21%	11%	1%	?
CSCC[C@H](NC(=O)CCCn1nnc2ccccc2c1=O)C(=O)O	14%	-15%	2.9%	-8%	4%
S=C(NCCN1CCOCC1)Nc1ccc(Cl)cc1	-2%	32%	0.2%	-1%	-8%
O=C(Nc1c(Cl)cc(Cl)cc1C(=O)NCc1cccnc1)c1ccc(Cl)cc1Cl	7%	-17%	0.9%	2%	-1%
CC(C)CN(C(=O)COC(=O)Cc1c[nH]c2ccccc12)c1c(N)n(Cc2ccccc2)c(=O)[nH]c1=O	-8%	8%	i	3%	-5%
CCn1c(=O)ccc2cc([N+](=O)[O-])ccc21	-6%	-14%	1.5%	-10%	-6%
O=C(COc1ccc(/C=N/NC(=O)c2ccncc2)cc1)Nc1ccccc1	0%	59%	1.2%	-7%	?
O=C(O)c1ccc2c(c1)C(=O)N(c1ccc(OCc3ccccc3)cc1)C2=O	2%	46%	i	1%	54%
O=c1nc2n(c3c4c(sc13)CCC4)CCC2	-12%	-3%	0.8%	-2%	-2%
Nc1nc2c3ccccc3nc(C3CC3)n2n1	4%	-9%	5.8%	0%	0%
Cc1ccc(NC(=O)N2CCCC(c3ccccc3)C2)cc1 (stereo not given)	-13%	27%	0.4%	-2%	-1%
O=C1c2cc(Br)ccc2OC2C=CC=CC12 (stereo not given)	.	.	i	15%	.
CCCc1cc(NC(=O)CCl)n(-c2ccccc2)n1	-5%	?	13%	3%	0.7µM*	inhibitors of VEEV 10K pilot screen=13
Cc1ccccc1NC(=O)c1[nH]cnc1C(=O)NN	-15%	-13%	1.9%	-3%	2%
Cc1ccc(-c2onc3ccc(C(=O)O)cc23)cc1	0%	-4%	i	-21%	7%
Cn1ccnc1SCC(=O)N(C1CCCCC1)C1CCCCC1	-13%	.	i	21%	-7%
COC(=O)[C@@H](NC(=O)Nc1ccccc1F)C(C)C	5%	0%	i	3%	-1%
Cc1ccc(CC(CC(=O)O)C(=O)NCc2ccccc2)cc1 (stereo not given)	-4%	-12%	i	2%	3%
Cc1ccc(C)c(S(=O)(=O)NC(CC(C)C)C(=O)O)c1 (stereo not given)	-5%	22%	0.8%	-8%	-2%
O=C(Nc1ccc(F)cc1)C(=O)c1cn(CC(=O)N2CCOCC2)c2ccccc12	1%	9%	i	-1%	0%
COCCNc1nc(C)cc(-c2cc(C(=O)Nc3ccccc3)on2)n1	-22%	0%	0.7%	-8%	-3%
COc1cc(CCC(=O)Nc2nccs2)cc(OC)c1OC	10%	-3%	0.5%	-6%	1%
O=C(CNC(=O)c1ccccc1F)NCCc1ccc(Cl)cc1	-1%	8%	i	6%	-3%

Going on with the list:
SMILES	PhoP GFP inhibition	tuberculosis growth	inhibitors of VEEV	H1N1 NS1A inhibition	M. tuberculosis HTS	others
CC1CCN(C(=O)C2(NC(=O)Nc3cccc(F)c3)CCCCC2)CC1	0%	0%	i	2%	2%
CCC(=O)Nc1ccc(C(=O)Nc2cccc(C)n2)cc1	3%	6%	5.0%	3%	0%
CC(C)(C)NC(=O)c1sccc1C(=O)O	14%	-4%	2.5%	-4%	1%
NCCc1c[nH]c2ccc(OCc3ccccc3)cc12	-7%	43%	1.9%	8%	-1%
COc1cccc(N2C(=O)NC(=O)C3(Cc4cc(C)ccc4N(C)C3)C2=O)c1 (stereo not given)	-2%	1%	1.6%	2%	-3%
C=CCNC(=S)N1CCN(Cc2ccc3c(c2)OCO3)CC1	3%	9%	0.9%	-10%	-3%
CC(=O)Nc1nc(-c2ccc3ccccc3c2)cs1	-9%	36%	i	23%	12%
Cc1ccc(C(=O)N/C(=C\c2cccs2)C(=O)N2CCN(C)CC2)cc1C	1%	15%	0.5%	-11%	1%
CCOC(=O)c1ccc2c(c1)nc(SCC(=O)N1CCOCC1)n2CC	1%	-6%	0.4%	12%	1%
N#Cc1cc(-c2ccccc2)c[nH]c1=O	-1%	1%	i	-2%	5%
CCC(=O)Nc1c(C(=O)N2CCCCCC2)cnn1-c1ccc(C)c(C)c1	1%	6%	1.1%	-2%	1%
O=C1C2CC=CCC2C(=O)N1c1ccc(NCCc2ccc(O)cc2)c([N+](=O)[O-])c1 (stereo not given)	-2%	35%	3.1%	9%	3%
CCOc1ccccc1NC(=O)c1ccc(-n2cncn2)nc1	-4%	-7%	1.0%	6%	6%
Nc1cc(S(=O)(=O)Nc2ccccc2Cl)ccc1N1CCCCC1	.	?	1.7%	5%	46%
COc1ccc(/C=N/NC(=O)c2cccc(C(=O)N/N=C/c3ccc(OC)cc3)n2)cc1	-1%	-7%	i	17%	-1%
CCCn1cc(SCC(=O)Nc2cc(C)on2)c2ccccc21	-8%	-3%	5.3%	-7%	-6%
CC(C)N(C(=O)CSc1nc2ccccc2n1Cc1ccc(F)cc1)C(C)C	-2%	34%	8.5%	11%	9%

Screening data (PubChem BioAssay)
